Rac1 wt GTP bind: modulators of human Rac1 wildtype GTP binding; P63000; GST-Rac1 beads, fluorescent GTP binding, flow cytometry; actives lie on both sides; 0 = cold GTP competed, 100 = untreated; GTP binding activity (% of control), % at 10 µM; actives 0.27% (n = 190,000);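 active means GTP binding activity at least 20 points away from the 100% control level, either lower or higher; inconclusive means compound flagged as likely green fluorescent, judged across all proteins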
Rab7 wt GTP bind: modulators of GTP binding to dog Rab7 wildtype GTPase; GST-Rab7 beads, fluorescent GTP binding, flow cytometry; actives lie on both sides; untreated = 100%, excess cold GTP = 0%; GTP binding activity (percent of control), % at 10 µM; actives 0.055% (n = 190,000); AID 758;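 active means fluorescent GTP binding to Rab7 beads changed by at least 20 points from the 100% baseline, either direction, mostly lower; inconclusive means compound itself probably fluorescent, or too few beads counted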;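 further: median green fluorescence of bound Bodipy-FL-GTP per Rab7 bead population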
Pf gamet viab: P. falciparum stage V gametocyte viability inhibition. P. falciparum stage V gametocytes, ATP luminescence, 24 h. inhibition, % at 10.9 µM. AID 743093. actives 0.065% (n = 150,000);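 active means inhibition above the mean plus 3 SD of compounds within the control limits, set per campaign, cut at about 38% in these data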;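 further: 0% = DMSO wells and 100% = medium only without gametocytes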
Avidin bead fluor: compound fluoresces at 488/530 nm on avidin beads; compound fluorescence 488/530 nm, flow cytometry; stronger effect = higher value; fluorescence (KMESF) at 10 µM; actives 0.38% (n = 220,000); AID 1775; in the data active means fluorescence above about 47; further: inactives centre near 10
Rac1 mut GTP: alters GTP binding to activated mutant human Rac1; GST-Rac1 activated beads, fluorescent GTP binding, flow cytometry; actives lie on both sides; 100% means binding = to untreated wells; percent activity (GTP binding), % at 10 µM; actives 0.11% (n = 190,000); AID 764;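 active means GTP binding at least 20 percentage points away from the 100% baseline, in either direction, so actives lie on both sides; inconclusive means Compound likely fluorescent itself, or too few beads counted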
Mcl1-Noxa inh: Mcl-1/Noxa interaction inhibition; actives 1.5% (n = 220,000); TR-FRET Mcl-1/Noxa peptide binding, 2 h; AID 1022; inhibition, % at 21.7 µM; Q07820;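 active means compounds that cut the protein-peptide binding signal by more than 50% relative to plate controls in a single-dose test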;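 further: His-tagged Mcl-1 with rhodamine Noxa BH3 peptide and terbium anti-His antibody; 0% = Mcl-1 plus Noxa peptide wells and 100% = peptide-only wells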
Target sequence (Q07820 whole entry, looked up): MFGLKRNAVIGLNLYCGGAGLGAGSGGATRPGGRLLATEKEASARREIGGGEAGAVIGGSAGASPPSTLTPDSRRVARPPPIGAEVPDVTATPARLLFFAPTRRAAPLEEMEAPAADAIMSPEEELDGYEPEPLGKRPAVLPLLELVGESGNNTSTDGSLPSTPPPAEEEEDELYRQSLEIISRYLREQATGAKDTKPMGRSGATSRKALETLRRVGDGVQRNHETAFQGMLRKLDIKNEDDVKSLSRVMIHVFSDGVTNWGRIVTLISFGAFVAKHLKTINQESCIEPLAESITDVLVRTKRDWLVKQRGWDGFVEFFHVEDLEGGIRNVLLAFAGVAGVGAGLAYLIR
Mcl1 Bid PPI: Mcl-1/Bid interaction inhibition. Q07820. TR-FRET Mcl-1/Bid-Dy647 peptide binding, 1536-well. inhibition, % at 21.7 µM. actives 0.97% (n = 220,000);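 active means compounds that cut the binding signal by more than half at the single screening dose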;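 further: His-tagged Mcl-1 with europium anti-His antibody binding Bid BH3 peptide; 0% = Mcl-1 plus peptide wells and 100% = peptide-only wells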
HRas wt GTP bind: human HRas wildtype GTP binding, change in either direction. P01112. GST-Ras wt beads, Bodipy-FL-GTP binding, flow cytometry; actives lie on both sides. GTP binding activity, % at 10 µM. actives 0.14% (n = 190,000). AID 759;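 active means GTP binding activity at least 20% away from the 100% baseline, either lowered as inhibitor or raised as activator; inconclusive means flagged as likely green fluorescent, judged across all proteins in the well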;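 further: 0% = unlabeled GTP competition control and 100% = no-compound control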
Target sequence (P01112 whole entry, looked up): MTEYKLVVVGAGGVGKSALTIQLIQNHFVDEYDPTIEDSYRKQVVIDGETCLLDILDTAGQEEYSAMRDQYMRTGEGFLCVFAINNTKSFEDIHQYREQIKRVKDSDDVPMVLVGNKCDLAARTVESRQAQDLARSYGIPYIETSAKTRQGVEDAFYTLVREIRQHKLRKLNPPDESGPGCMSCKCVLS
Cdc42 wt: human Cdc42 wildtype GTP binding change, either direction. actives 0.2% (n = 190,000). percent activity (GTP binding), % at 10 µM. AID 761. GST-Cdc42 beads, Bodipy-GTP binding, flow cytometry; actives lie on both sides. P60953;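 active means percent activity GTP binding at least 20 points away from the 100% baseline, either down as inhibitor or up as activator; inconclusive means compound flagged as likely green fluorescent from well-wide comparison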;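 further: median bead fluorescence of bound Bodipy-FL-GTP at 100 nM; 0% = excess unlabeled GTP control and 100% = no compound control; below 100% means less GTP binding so inhibitor and above means activator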
Target sequence (P60953 whole entry, looked up): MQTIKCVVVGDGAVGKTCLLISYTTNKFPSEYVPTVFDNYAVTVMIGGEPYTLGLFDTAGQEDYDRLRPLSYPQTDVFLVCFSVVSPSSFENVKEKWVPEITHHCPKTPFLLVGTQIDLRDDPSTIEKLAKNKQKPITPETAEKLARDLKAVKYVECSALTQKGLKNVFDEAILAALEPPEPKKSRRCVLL
Rab2 wt GTP: changes GTP binding to wildtype dog Rab2A, up or down | P61105 | GST-Rab2 wt beads, Bodipy-GTP binding, flow cytometry | GTP binding activity, % at 10 µM | actives 0.19% (n = 190,000) | AID 760;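 active means GTP binding activity at least 20 points away from 100%, either lowered or raised; inconclusive means signal likely due to the compound's own green fluorescence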;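 further: 0% = beads with excess unlabeled GTP and 100% = no-compound control corrected for plate trend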
Mcl-1 Bim block: human Bim-Mcl-1 interaction inhibition | Q07820 | Bead-based flow cytometry, Bim peptide-Mcl-1 binding | inhibition, % at 10 µM | actives 0.1% (n = 190,000) | AID 1009; in the data active means inhibition above about 40%;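 further: 0% = no compound tracer wells and 100% = peptide blocker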
Starred values were filed as active, the others as inactive; ? = inconclusive; nt = no result given. Not a hit list. Share with any hit: about 2.7%.

SMILES	Rac1 wt GTP bind	Rab7 wt GTP bind	Pf gamet viab	Avidin bead fluor	Rac1 mut GTP	Mcl1-Noxa inh	Mcl1 Bid PPI	HRas wt GTP bind	Cdc42 wt	Rab2 wt GTP	Mcl-1 Bim block
Cc1cc(=O)[nH]c(SCC(=O)c2ccc(C(C)C)cc2)n1	100.0	99.0	-11.7	9	97.0	15.6	-15.4	99.0	97.0	96.0	-1.0
CCOC(=O)c1cc(C(=O)NCc2ccc(Cl)cc2Cl)nn1C	103.0	99.0	nt	2	101.0	15.4	-12.8	97.0	102.0	97.0	-4.0
CCN(CC)S(=O)(=O)c1ccc(N2CCOCC2)c(NC(=O)COc2ccccc2C#N)c1	100.0	89.0	nt	10	99.0	13.8	-9.1	96.0	95.0	96.0	0.0
Cc1cc(C(=O)Nc2cnc3ccccc3c2)ccc1[N+](=O)[O-]	97.0	105.0	-4.8	26	94.0	11.7	2.6	99.0	95.0	98.0	-24.0
COc1ccc(OC)c(NC(=O)C2CCCCC2)c1	104.0	99.0	nt	3	101.0	14.9	-13.4	99.0	103.0	97.0	0.0
COCC1CCN(Cc2cn(C)nc2-c2cccc(Cl)c2)C1 (centres undefined)	104.0	95.0	31.4	8	98.0	14.3	-0.2	100.0	101.0	98.0	-1.0
O=c1cc(CNc2cc(C(F)(F)F)cc(C(F)(F)F)c2)nc2sccn12	104.0	101.0	7.3	6	97.0	9.8	11.1	99.0	100.0	101.0	-4.0
CCCCN(C(=O)CSc1nncn1-c1ccccc1OC)c1c(N)n(Cc2ccccc2)c(=O)[nH]c1=O	103.0	92.0	-8.8	12	95.0	4.5	10.5	95.0	95.0	93.0	-6.0
c1ccc(Cn2nnnc2C(c2cccnc2)N2CCN(C3CCCCC3)CC2)cc1 (centres undefined)	105.0	102.0	nt	11	103.0	14.7	-16.8	103.0	104.0	103.0	1.0
Oc1cccc(C(=S)N2CCN(Cc3ccccc3)CC2)c1	104.0	105.0	33.1	12	102.0	-2.5	-43.4	104.0	104.0	104.0	1.0
CSC1=NCCN1C(=O)c1ccc(S(=O)(=O)N2CCCC2)cc1	105.0	105.0	nt	27	99.0	-4.9	-4.5	101.0	100.0	98.0	-8.0
COc1ccccc1CN(C)C(=O)C1COc2ccccc2O1 (centres undefined)	102.0	101.0	8.8	11	98.0	20.0	-4.0	100.0	100.0	98.0	-7.0
Cn1nc(-c2ccc(C(=O)Nc3ccc(F)cc3)cc2)c2ccccc2c1=O	95.0	96.0	nt	11	92.0	-22.7	-39.8	94.0	91.0	94.0	-2.0
COC(=O)c1ccccc1NC(=S)NC(=O)c1ccccc1F	102.0	96.0	-0.9	15	99.0	10.3	-38.0	100.0	99.0	97.0	0.0
CN(C)S(=O)(=O)c1ccc(Cl)c(NC(=O)COC(=O)c2ccc(O)cc2)c1	100.0	107.0	-23.4	25	98.0	13.4	-8.0	101.0	95.0	100.0	4.0
Cc1cc(-c2ccccc2)c2c(=O)[nH][nH]c2n1	103.0	98.0	-15.6	3	98.0	-1.9	-64.2	100.0	101.0	95.0	1.0
COc1ccc(-n2c(N)c(C(=O)NCc3ccco3)sc2=S)cc1	?	?	nt	15	?	9.6	-19.4	?	?	?	-1.0
CSc1ncccc1C(=O)N1CCCC(C(=O)c2cc(F)ccc2F)C1 (centres undefined)	100.0	105.0	14.4	4	98.0	7.9	-18.5	98.0	99.0	101.0	0.0
CC1Cc2ccccc2N1CC(=O)NC(=O)NCc1ccccc1 (centres undefined)	98.0	103.0	-35.1	9	94.0	13.4	-65.0	98.0	93.0	97.0	1.0
COc1ccc(C(Nc2ccccn2)c2c(NC(=O)c3ccco3)sc(C)c2C)cc1OC (centres undefined)	103.0	102.0	nt	15	100.0	29.8	-117.5	99.0	99.0	100.0	-4.0
Cc1ccc(NC(=O)Nc2ccc(F)c(Cl)c2)cc1	102.0	107.0	-0.5	6	97.0	6.4	15.8	103.0	104.0	104.0	0.0
Cc1cc(C)c(NC(=O)COc2ccccc2C(=O)Nc2ccc3c(c2)oc2ccccc23)c(C)c1	100.0	93.0	nt	6	98.0	-4.9	-1.2	97.0	103.0	96.0	-7.0
c1ccc(-c2ccc(OCCCNC3CCCC3)cc2)cc1	98.0	98.0	2.4	9	94.0	12.6	7.5	93.0	96.0	98.0	2.0
Cc1c(N(C(=O)c2cc(=O)[nH]c3ccccc23)C(C)C)c(=O)n(-c2ccccc2)n1C	98.0	98.0	2.4	7	97.0	-4.1	-3.8	100.0	98.0	97.0	0.0
CC(=O)Nc1ccc2c(CN3C(=O)NC(C)(c4ccc(C)cc4)C3=O)cc(=O)oc2c1 (centres undefined)	104.0	106.0	nt	10	96.0	1.1	5.5	98.0	97.0	100.0	-1.0
CCOC(=O)c1c(C)n(C)c2c(C)cc(O)c(OC(=O)CC)c12	98.0	102.0	-5.5	16	97.0	4.5	-14.1	99.0	97.0	100.0	-1.0
O=C(CSc1nnc(-c2ccc(F)cc2)c2ccccc12)Nc1cccc(Cl)c1	99.0	98.0	2.6	11	97.0	5.1	-9.9	96.0	100.0	98.0	-7.0
CCCSc1nnc(CNC(=O)C23CC4CC(CC(C4)C2)C3)n1Cc1ccccc1	105.0	100.0	24.1	9	98.0	4.8	9.9	102.0	98.0	100.0	-2.0
O=[N+]([O-])c1cc(/C=N/Nc2nc(N3CCCCC3)nc(N3CCCCC3)n2)ccc1O	103.0	99.0	-30.2	13	98.0	4.4	-41.0	100.0	99.0	99.0	4.0
CN(C)C(=O)N1CCC(C(=O)NCc2ccccc2)CC1	99.0	97.0	nt	10	96.0	12.8	-12.2	99.0	101.0	97.0	-1.0
CC(=O)c1ccc(NC(=O)CSc2nnc(NC(=O)CN3CCOCC3)s2)cc1	?	?	-6.0	6	?	12.0	2.1	?	?	?	1.0
O=C(CSc1ncccn1)NC(=O)NCc1ccco1	98.0	99.0	6.0	23	94.0	-2.7	-10.4	98.0	94.0	96.0	0.0
O=C(NCc1cccs1)c1ccccc1[N+](=O)[O-]	108.0	102.0	-3.0	13	102.0	3.1	-17.1	106.0	103.0	103.0	-2.0
CN(C)N1C(N)=C(C#N)C(c2cccs2)C2=C1CC(C)(C)CC2=O (centres undefined)	99.0	97.0	4.3	13	99.0	11.4	-32.4	98.0	102.0	98.0	-2.0
Cc1nc(NC(=O)C2CC2)sc1C(=O)NC1CCCCC1	102.0	104.0	14.4	13	97.0	15.6	15.6	100.0	98.0	99.0	0.0
O=C(Cc1ccccc1)Nc1ccc(Br)c(Cl)c1	100.0	97.0	-8.3	7	102.0	2.3	-14.8	101.0	101.0	102.0	0.0
CCCc1[nH]nc2c1C(c1cn[nH]c1-c1ccc(F)cc1)C(C#N)=C(N)O2 (centres undefined)	102.0	97.0	nt	15	97.0	5.9	-45.8	98.0	101.0	99.0	-6.0
CCC(C)NC(=O)CCCc1ccccc1 (centres undefined)	98.0	97.0	12.5	10	98.0	23.4	-2.4	98.0	100.0	98.0	-1.0
O=C(OCC(=O)N1CCCC1)c1ccc(NS(=O)(=O)c2cccs2)cc1O	97.0	95.0	14.3	14	95.0	21.0	18.0	94.0	94.0	93.0	0.0
COC(=O)c1ccc(Cl)c(NC(=O)CN2CCN(C)CC2)c1	100.0	100.0	nt	37	96.0	9.5	-17.2	99.0	101.0	100.0	-5.0
CC(c1ccccc1)n1c(S(=O)(=O)O)nc2ccccc21 (centres undefined)	99.0	100.0	-12.6	2	94.0	19.4	-3.9	98.0	97.0	96.0	-3.0
O=C(O)CCCC(=O)N1CCc2cc(S(=O)(=O)NCc3ccccc3)ccc21	94.0	85.0	11.2	10	95.0	-1.0	-12.5	92.0	93.0	93.0	0.0
OC1(c2ccccc2)CN(c2ccccc2)C2=[N+]1CCS2 (centres undefined)	101.0	95.0	nt	12	98.0	6.6	-40.7	98.0	95.0	97.0	6.0
O=C(Cc1ccccc1)Nc1cccc(-c2nc3ncccc3o2)c1	97.0	94.0	nt	14	95.0	-10.0	-25.4	97.0	97.0	98.0	0.0
Cc1ccc(NC(=O)CCC(=O)O)cc1F	103.0	98.0	nt	14	101.0	11.6	-14.7	100.0	104.0	102.0	-6.0

Another view of some results above.
The line under a structure holds: Rac1 wt GTP bind	Rab7 wt GTP bind	Pf gamet viab	Avidin bead fluor	Rac1 mut GTP	Mcl1-Noxa inh	Mcl1 Bid PPI	HRas wt GTP bind	Cdc42 wt	Rab2 wt GTP	Mcl-1 Bim block
- CN(C)S(=O)(=O)c1ccc(Cl)c(NC(=O)COC(=O)c2ccc(O)cc2)c1
  100.0	107.0	-23.4	25	98.0	13.4	-8.0	101.0	95.0	100.0	4.0
- Cc1cc(-c2ccccc2)c2c(=O)[nH][nH]c2n1
  103.0	98.0	-15.6	3	98.0	-1.9	-64.2	100.0	101.0	95.0	1.0

Bioassay records: PubChem BioAssay, several laboratories
